ASM inhibitor = inhibitors of human secretory acid sphingomyelinase; P17405; placental ASM, HMU-PC fluorogenic substrate, 60 min; Potency, µM (doses to about 57.5 µM), for inactives: at the highest dose activity change, negative = inhibition, most hits filed as inhibitors; hit rate 0.006% among 340,000; note: potency is the fitted concentration of half-maximal effect
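Human placenta-derived ASM enzyme was preincubated with compound for 10 minutes at room temperature, then given fluorogenic substrate HMU-PC0 (9 uM final) for 60 minutes at 37 °C; a pH 10 stop preceded fluorescence reading at Ex 386/Em 447 nm.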
AT treatment = potential ataxia-telangiectasia treatments restoring KAP-1 phosphorylation | […] A-T fibroblasts, KAP-1 phosphorylation AlphaLISA; neocarzinostatin DNA damage 30 min before lysis | Potency, µM (doses to about 57.5 µM), for inactives: at the highest dose activation, most hits filed as activators | hit rate 0.19% among 320,000 | AID 485349; note: potency is the fitted concentration of half-maximal effect; % of control where 0% means no effect; nearly all actives have a fitted effect of over 45% in size
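hTERT-immortalized A-T patient fibroblasts ([…]), 500 cells/well in OPTI-MEM, 1% FBS, got compounds for 60 min, then NCS for 30 min at 37C. Lysates were then assayed for phospho-KAP-1 by AlphaLISA (anti-pKAP1 donor, anti-KAP1 acceptor beads), 6 hr at 25C.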
Tb PFK block = blocks T. brucei phosphofructokinase | hit rate 0.17% among 330,000 | Potency, µM (titrated, usually from 57.5 µM), for inactives: at the top dose activity, negative = inhibition, hits mostly inhibitors | O15648 | T. brucei PFK, ADP-Glo luminescence;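 note: potency is the fitted concentration of half-maximal effect; 0% = uninhibited 1x PFK enzyme wells and -100% = no-enzyme wells; nearly all actives have a fitted effect of over 60% in size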
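In TEA buffer at pH 8.0 with 5 mM MgCl2, enzyme (1.25 nM) converted F6P (0.5 mM) and ATP (0.1 mM) for 45 min at room temperature. ADP product was read by luciferase luminescence.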
Eya2 phos inh = blocks the phosphatase activity of human Eya2. recombinant Eya2, OMFP fluorescence dephosphorylation (OMFP is methylfluorescein phosphate). Potency, µM (series often up to 76.9 µM), for the others: at the top dose activity, negative = inhibition, actives largely listed as inhibitors. hit rate 0.006% among 330,000. AID 488837; note: potency is the fitted concentration of half-maximal effect; % is set by controls: 0 for no effect and ±100 for the full control effect
Target sequence (O00167 whole entry, looked up): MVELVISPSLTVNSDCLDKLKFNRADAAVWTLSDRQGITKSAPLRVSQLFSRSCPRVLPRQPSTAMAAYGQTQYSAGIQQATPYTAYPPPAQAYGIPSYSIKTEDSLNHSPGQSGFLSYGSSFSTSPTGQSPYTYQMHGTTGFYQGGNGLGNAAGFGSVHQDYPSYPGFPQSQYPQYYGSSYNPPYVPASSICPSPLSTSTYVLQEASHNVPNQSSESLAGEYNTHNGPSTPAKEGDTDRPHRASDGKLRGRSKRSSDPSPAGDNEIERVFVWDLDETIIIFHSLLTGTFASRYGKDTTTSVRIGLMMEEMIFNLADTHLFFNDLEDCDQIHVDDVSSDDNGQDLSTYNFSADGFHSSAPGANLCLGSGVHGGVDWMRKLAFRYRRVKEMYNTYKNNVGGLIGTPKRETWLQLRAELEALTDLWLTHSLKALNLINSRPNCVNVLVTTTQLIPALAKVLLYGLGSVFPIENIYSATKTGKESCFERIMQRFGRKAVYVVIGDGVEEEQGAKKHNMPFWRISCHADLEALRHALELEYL
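Eya2 (0.2 uM) preincubated 10 min at ambient with compound, then OMFP substrate added at 50 uM; 10 min reaction in 50 mM HEPES pH 7.5, 50 mM NaCl, 5 uM MgCl2, 0.05% BSA, 1 mM DTT. Fluorescence read at Ex 485/Em 525 nm.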
Chronic BCR inh = inhibitors of chronic active B-cell receptor signaling; Potency, µM (highest dose often 46.1 µM), without a hit: top-dose ratio change, negative = lower green/red ratio, actives largely listed as inhibitors; ABC-DLBCL IkBa-CBG/CBR reporter, luminescence ratio, 4 h; hit rate 0.05% among 340,000; AID 493014; active = well fitted inhibition curve with a large enough effect in the signal ratio, with a control signal flat, not every such curve was filed as active; inconclusive = small, poorly fitted or top-dose-only effect, or effect the other way, or a change in a side signal; the % refers to the signal ratio;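 note: potency is the fitted concentration of half-maximal effect; plate controls were basal doxycycline-induced cells for no effect and cells given 10 µM MG132 for full effect; MG132 reads +100%, hits lower the ratio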
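TMD8 ABC-DLBCL cells carrying doxycycline-inducible green luciferase fused to IkappaBalpha plus unfused red luciferase were exposed to compounds (up to 46 uM) for 4 hrs at 37C. Activity came from the overlap-corrected green/red luminescence ratio.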
TCR act = T cell receptor activation. primary human leukocytes, anti-CD3, IL-2 HTRF, 48 h. Potency, µM (top dose mostly 9.22 µM), inactives show at the highest dose activation of IL-2 secretion, usual class: activators. 330,000 tested, under 10 active; note: % of control where 0% means no effect
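Human primary leukocytes + a-CD3 beads + cpd, 48 hr; IL-2 in supernatant by HTRF (ex 320nm / em 665nm). No co-stimulatory signal supplied.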
Mito fusion yeast = inhibitors of mitochondrial division or activators of mitochondrial fusion; AID 485298; S. cerevisiae fusion-defective mutant growth rescue, CellTiterGlo 48 h; Potency, µM (doses to about 46.1 µM), without a hit: at the top dose growth rescue (activation), actives largely listed as activators; hit rate 0.23% among 320,000;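 note: potency is the fitted concentration of half-maximal effect; % of control where 0% means no effect; nearly all actives have a fitted effect of over 45% in size; temperature-sensitive fusion mutants such as fzo1-1 at 37 °C on non-fermentable ethanol glycerol medium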
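Growth-rescue viability read-out: after 48 h at the non-permissive 37C in glycerol/ethanol YPEG, yeast mitochondrial fusion mutants are measured by CellTiterGlo luminescence; compounds (23 nl pinned per well) restoring growth score as division inhibitors or fusion activators.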
TSHR antagonist = blocks TSH signaling through the human TSH receptor. P16473. TSHR-expressing cells, TSH-stimulated cAMP HTRF, 2 h; active compounds read low. activity change, negative = inhibition, % at 11.5 µM. hit rate 0.2% among 330,000. AID 504810;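 active = activity change below a set negative limit, meaning inhibition stronger than a set level, cut at about -70% in these data; inconclusive = activity change between two set negative limits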; note: % is set by controls: 0 for no effect and ±100 for the full control effect
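Competitive HTRF cAMP read-out (cryptate anti-cAMP antibody, cAMP-d2; 30 min, room temperature) in freshly harvested TSHR cells. Compounds added before TSH at EC80 (4nM final), followed by 2 hours' incubation at 37 deg C.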
TSG101-PTAP inh = blocks PTAP/TSG101 interaction to inhibit HIV-1 budding; Q99816; Fluorescence polarization, FITC-PTAP peptide / Tsg101 binding; Potency, µM (top dose mostly 115 µM), for inactives: top-dose activity change, negative = inhibition, most hits filed as inhibitors; 340,000 tested, under 10 active; AID 493005; active = well fitted inhibition curve with a large enough effect in the main read-out, with a control signal flat, not every such curve was filed as active; inconclusive = small, poorly fitted or top-dose-only effect, or effect the other way, or a change in a side signal; inactive = no such curve, though single readings can be large or run the other way; note: potency is the fitted concentration of half-maximal effect; % of control where 0% means no effect
Target sequence (Q99816 whole entry, looked up): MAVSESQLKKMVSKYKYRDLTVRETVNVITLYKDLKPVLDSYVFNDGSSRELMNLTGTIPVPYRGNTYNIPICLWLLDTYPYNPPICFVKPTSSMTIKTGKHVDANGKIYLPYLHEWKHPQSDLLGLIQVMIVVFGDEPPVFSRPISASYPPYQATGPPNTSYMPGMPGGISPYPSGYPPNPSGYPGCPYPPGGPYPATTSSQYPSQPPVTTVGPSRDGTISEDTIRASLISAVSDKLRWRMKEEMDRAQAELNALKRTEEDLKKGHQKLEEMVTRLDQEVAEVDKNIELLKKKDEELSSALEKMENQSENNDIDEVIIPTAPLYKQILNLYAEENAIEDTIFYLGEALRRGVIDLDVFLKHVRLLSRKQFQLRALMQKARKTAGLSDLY
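Tsg101 binding domain (10 uM final) was mixed with compound and a FITC-labeled PTAP peptide (50 nM final) in HEPES pH 7.5 buffer with NaCl, Tween 20, EDTA and TCEP; fluorescence polarization was read after 20 min at r.t.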
Integrin act MD = integrin-mediated muscular dystrophy alleviation activation | alpha7betagal myoblasts, beta-gal FDG fluorescence, 48 h | Potency, µM (titrated, usually from 38.3 µM), inactives show at the highest dose activation, usual class: activators | hit rate 0.064% among 350,000 | AID 624291;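 note: potency is the fitted concentration of half-maximal effect; 100% = response of the positive control SU9516; nearly all actives have a fitted effect of over 60% in size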
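alpha7betagal+/- myoblasts (passage 13, 250/well) treated 48 h at 37C with compounds at 1:260 dilution of DMSO stock. Lysed, then beta-galactosidase activity read as FDG fluorescence (ex 480/em 540) after 30 min, with pre-read for autofluorescence.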
ELG1 DNA repair = inhibitors of ELG1-dependent DNA repair in HEK293T cells; HEK293T ELG1-luciferase reporter, luminescence, 16 h; DNA damage induced by 5-fluorouridine; Potency, µM (doses to about 46.1 µM), for inactives: at the top dose activity change, negative = inhibition, hits mostly inhibitors; hit rate 2.3% among 330,000; note: potency is the fitted concentration of half-maximal effect; % is set by controls: 0 for no effect and ±100 for the full control effect; nearly all actives have a fitted effect of over 55% in size
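Cells (2,000 per well) received 5-fluorouridine plus test compound or DMSO and were incubated 16 hr at 37 °C, 5% CO2. Luciferase activity was read by luminescence 30 min after ONE-Glo addition; signal suppression marked inhibition of damage-induced ELG1 function.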
The depositor's hits bear a star; i = inactive; u = inconclusive; x = not tested or not shown; [ ] = another dose, or the depositor's remark. Unless noted, calls come from the whole dose curve; as a rule, active = well fitted curve in the direction sought with a large enough effect; inconclusive = small, poorly fitted or top-dose-only effect, or another doubt; inactive = no such curve, though single readings can be large; an effect the other way counts as inactive or inconclusive. Compounds as they come; about 3.2% have a hit in one of these screens.

smiles | ASM inhibitor | AT treatment | Tb PFK block | Eya2 phos inh | Chronic BCR inh | TCR act | Mito fusion yeast | TSHR antagonist | TSG101-PTAP inh | Integrin act MD | ELG1 DNA repair
CCCCCCn1cc(C(=O)OCC)c(=O)c2cc(F)c(F)cc21 | -1.6% | 7.7% | 3.3% | -5.4% | 17.5% | -3.1% | 20.3% | -2.1 | -0.6% | 2.1% | u
C#CCSc1nnc(-c2ccc(C)cc2)o1 | 0.7% | x | 2.1% | -19.6% | u | 2.6%[46.1 µM] | -2.5% | -1.5 | -5.7% | -12.6% | u
O=C(c1cnccn1)N1CCCC(N2CCN(c3cccc(Cl)c3)CC2)C1 (centres undefined) | 2.9% | -4.2% | 0.0% | -5.0% | 3.3% | 2.2% | -0.3% | 8.2 | -2.8% | 0.0% | -8.1%
COc1cccc(C(=O)NC2=NCCS2)c1 | 2.4% | -3.5% | -1.5% | 12.3% | -17.4% | -4.1%[46.1 µM] | 3.6% | 2.0 | 0.9% | -7.9% | u
COc1ccc(CCN(C)C2CCCN(C(=O)c3ccnn3C)C2)cc1OC (centres undefined) | 1.5% | -2.5% | -6.4% | -8.6% | 2.6% | -2.0% | -2.4% | 11.4 | x | 16.6% | 8.6%
CN1CCN(S(=O)(=O)NC[C@H]2O[C@@H](n3cnc4c(N)ncnc43)[C@H](O)[C@@H]2O)CC1 | -3.2% | 1.7% | 0.3% | 1.4% | -2.6% | 7.9%[46.1 µM] | x | 32.6 | 0.0% | 0.0% | 19.7%
O=C(CSc1ccccn1)Nc1ccc(NC(=O)CSc2ccccn2)cc1 | 4.3% | -0.8% | -5.9% | -4.1% | 3.9% | -4.6% | -1.3% | -5.2 | -0.3% | 13.7% | 5.5%
CCCN(CC(=O)Nc1ccc(Cl)cc1Cl)C(=O)/C=C/c1cc(OC)ccc1OC | i | 11.1% | 9.8% | -11.0% | 15.9% | 10.0%[46.1 µM] | 21.6% | -2.5 | -1.1% | -22.1% | u
CCOc1ccc(N(CC(=O)Nc2ccccc2OC)S(C)(=O)=O)cc1 | 1.9% | -3.8% | 0.2% | -3.8% | u | -2.0% | -0.5% | -0.2 | -1.0% | -28.3% | -30.6%
O=C(O)c1cccc(Cn2c(Cl)c(/C=N/NC(=O)c3ccccc3)sc2=O)c1 | -0.1% | 0.3% | 1.2% | -1.1% | u | 3.1% | -0.3% | -1.1 | -4.2% | -18.0% | -3.8%
COc1ccccc1N1CCN(C(=O)CN(C)S(=O)(=O)c2ccc3c(c2)c(=O)n(C)c(=O)n3C)CC1 | 4.5% | 10.4% | -6.1% | 7.0% | -1.7% | 7.8% | -2.6% | -5.0 | -1.2% | -7.5% | -0.1%
Cc1ccc(C2C(C(=O)c3sc(C)nc3C)=C(O)C(=O)N2CCCN(C)C)o1 (centres undefined) | x | 1.7% | -4.8% | -0.5% | 1.1% | x | 3.2% | 5.1 | x | x | 9.3%
O=C(O/N=C(/c1ccccc1)c1ccncc1)c1ccccc1[N+](=O)[O-] | -1.8% | -2.8% | 1.9% | -6.1% | -21.9% | -3.7% | 3.9% | -6.8 | 0.9% | 9.8% | 0.5%
COc1ccc2nc(SCC(=O)N(C)C3CCCCC3)c(C#N)cc2c1 | 61.2%[activator] | 2.0% | -3.3% | -16.7% | u | -0.3% | 10.4% | -7.5 | 0.6% | 13.1% | -5.7%
O=C(c1ccc(-n2cccc2)cc1)N1CCN(Cc2ccccc2)CC1 | 1.6% | 1.2% | 1.1% | -4.0% | u | 5.7% | -1.3% | -6.4 | -4.2% | 5.5% | 4.0%
Cc1ccc(CC(=O)Nc2ccc([N+](=O)[O-])cc2C)cc1 | -2.4% | 4.7% | -1.1% | -5.6% | -1.7% | -2.5% | -6.2% | 53.9 | -1.1% | -2.2% | u
C=CCN1C(=O)C2C(C(=O)NC)C3(C)C=CC2(O3)C1C(=O)NCc1ccc(OC)cc1 (centres undefined) | 4.2% | -3.6% | 24.4% | 15.3% | 8.8% | 0.4% | -0.2% | 2.8 | -8.7% | 24.9% | -3.3%
O=c1c2c3c(sc2nc2n1CCCCC2)C(O)CCC3 (centres undefined) | -1.7% | -4.0% | -1.2% | 1.4% | -5.9% | -4.7% | 4.0% | -4.2 | -0.3% | 4.5% | u
CCN(c1ccc(OC)cc1)S(=O)(=O)c1cc(-c2cc(C)no2)ccc1OC | -8.5% | -10.2% | -3.6% | -0.7% | 0.0% | -4.9% | -3.9% | -7.3 | -3.1% | -27.1% | -5.8%
Cc1cc(C)cc(NC(=S)/N=C(\N)Nc2nc(C)c3ccccc3n2)c1 | -5.6% | x | -2.1% | -1.1% | u | 0.4%[46.1 µM] | 24.8% | -17.0 | 1.8% | -29.4% | 18.4µM*
Cc1ccc(-c2noc(CSc3nnnn3C3CCCCC3)n2)cc1 | u | 8.1% | -3.1% | 2.6% | 10.3% | -3.0% | 10.5% | -17.0 | -0.3% | 2.2% | -2.8%
NC(=O)Cn1c(=O)n(CCC(=O)NCCSCc2ccccc2)c(=O)c2ccccc21 | 2.6% | -1.6% | -0.4% | -5.9% | -3.3% | 0.6% | -4.7% | 1.4 | -4.8% | 0.0% | 13.5%
COCCn1c(=NC(=O)/C=C/c2cccs2)sc2cc(NC(C)=O)ccc21 | 92.1% | 18.3% | 2.6% | -4.1% | -5.5% | 2.2%[46.1 µM] | 15.5% | -1.4 | -5.1% | 9.1% | -14.8%
CC1=CN2CC(O)CN=C2C=C1 (centres undefined) | 15.4% | x | -0.2% | -1.0% | -19.3% | x | 0.2% | 6.2 | x | -5.0% | 28.3%
COc1cc(OC)cc(C(=O)NC2CCN(Cc3nnnn3Cc3cccs3)CC2)c1 | -0.7% | 7.7% | 0.9% | -11.4% | -2.7% | 5.2% | 1.3% | 2.6 | -5.1% | -1.3% | -19.8%
CCN1C(=O)[C@@H]2[C@@H](c3ccc(-c4ccc5c(c4)OCO5)c(OC)c3)N3CCC[C@@]3(C(=O)OC)[C@@H]2C1=O | 1.4% | -1.2% | -16.9% | 2.2% | -1.9% | 3.2% | 1.4% | -0.9 | -5.0% | -10.4% | -8.2%
O=C(OCC(=O)N1CCCc2ccccc21)c1c(F)cccc1F | 3.9% | 32.1% | 3.5% | -11.3% | -0.3% | -0.1% | 10.8% | 21.1 | 1.2% | 19.1% | u
CCOCCn1c(SCc2c(F)cccc2Cl)nc2c1c(=O)[nH]c(=O)n2C | -1.6% | 3.7% | -1.8% | 16.8% | 0.3% | 0.1% | 1.5% | -1.0 | -1.5% | 2.7% | 5.4%
CCOc1cc(N2CCOCC2)c(OCC)cc1NC(=O)CN1C(=O)C2CC=CCC2C1=O (centres undefined) | -1.4% | -1.3% | 2.1% | 0.3% | -11.0% | 4.6% | 5.2% | 9.4 | 0.2% | -20.2% | -6.3%
COCCCN1C(=O)c2ccc(C(=O)NCCc3ccccc3)cc2C1=O | -0.4% | 14.3% | -2.9% | -25.2% | 0.5% | -1.7% | -7.5% | 2.2 | 0.0% | 33.6% | u
CCCNCc1cc(OCC)c(OCC(N)=O)cc1Br | 2.8% | -3.0% | 3.0% | 0.3% | 0.9% | -1.0% | -0.8% | 4.1 | 0.1% | -20.8% | 10.2%

Screening results: PubChem, National Center for Advancing Translational Sciences (NCATS)
